# INS-1E GSIS act: primary screen for activators of insulin secretion dependent on glucose, INS-1E cells, GLuc reporter luminescence; INS-1E GLuc reporter insulin secretion, 2-3 h; activation, % at 16.6 µM; 370,000 compounds, 0.61% hits; AID 743287;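 active = lowest replicate activation of at least 40%, so every replicate reaches that level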;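 note: 0% = median of neutral control wells and 100% = median of IBMX positive control wells; some compounds called inactive have numbers as strong as hits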
# miR122 inh: inhibitors of miR-122 in Huh7 cells; Huh7 miR-122 Renilla luciferase sensor, 48 h; neutral wells = 0, positive control = 100; activation (reporter increase), % at 12.5 µM; 340,000 compounds, 0.3% hits; AID 602342;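 active = mean replicate activation score at least 90 and every replicate individually at or above 90; inconclusive = only one of the two criteria met; inactive = neither criterion met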;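 note: higher luciferase means less miR-122 activity so hits act as miR-122 inhibitors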
# CFTR F508del cor: CFTR F508del correction in bronchial cells; AID 720511; CFBE cells, YFP halide quenching; stimulated with forskolin plus potentiator P3; % fluorescence drop versus neutral controls; 350,000 compounds, 0.36% hits; activity (quench increase), % at 7.58 µM;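 active = mean added fluorescence quench of at least 8% versus neutral control, with both replicates also reaching 8%; inconclusive = only one of the mean or replicate conditions met; inactive = mean below 8% and not both replicates reaching 8%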;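 note: cells transiently co-express mutant CFTR-F508del with the halide-sensitive YFP; corrector assay measuring rescue of mutant channel to the surface after 24 h compound exposure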
# Cneo AK release: Cryptococcus neoformans lysis via adenylate kinase release. 360,000 compounds, 0.2% hits. lysis activity, % at 15 µM. C. neoformans lysis, adenylate kinase release luminescence, 4 h; normalised: neutral wells 0, clomiphene wells 100;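 active = mean lysis activity across replicates of at least 80%, whatever share of replicates individually reach that level; inactive = mean lysis activity below 80%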
#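 Material: C. neoformans cells | Amount: Yeast cell density of 5 × 10^6 cells/mL | Medium: Fresh YPD growth medium | Dosing: Single dose | Times: Static 4 h at 37 °C with compound, 1 h detection | Detection: AK luminescence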
# PGC1a acetyl inh: lowers PGC1a acetylation signal in U2OS cells; AlphaScreen anti-acetyl-lysine; with virally co-expressed GCN5 acetyltransferase; inhibition, % at 15.6 µM; 350,000 compounds, 0.17% hits;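 active = every replicate shows inhibition of at least 40%; inconclusive = mean inhibition at least 40% but some replicate below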;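 note: 0% = neutral control wells and 100% = positive control wells; some results beyond the cut were filed as inactive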
# Statin myotox sup: suppression of simvastatin myotoxicity; C2C12 myotubes + simvastatin, ATP luminescence, 48 h; scaled: DMSO 0, geranylgeraniol control 100; rescue of ATP level, % at 7.49 µM; 330,000 compounds, 0.78% hits;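 active = mean ATP rescue above about 67%, or every replicate alone reaching that limit, limit read from the data, passing the limit was not always enough; inconclusive = no clear call, values can overlap the other calls; inactive = mean under the limit and some replicate under it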;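 note: myotubes were challenged with 10 µM simvastatin during compound exposure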
# PglD inh: PglD (C. jejuni) enzyme inhibition. purified PglD enzyme, DTNB colorimetric CoA detection. inhibition, % at 12.5 µM. 360,000 compounds, 0.098% hits. AID 602405; in the data active = inhibition above about 16%, passing the limit was not always enough; inconclusive = no clear call, values can overlap the other calls; note: strong numbers were not always called active
# FN deposit inh: fibronectin deposition inhibition | AH1F fibroblasts, Alexa488-fibronectin deposition fluorescence, overnight | inhibition, % at 12.6 µM | 350,000 compounds, 0.086% hits | AID 743247;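 active = mean inhibition across replicates of 30% or more, regardless of how many single replicates reach that level; inconclusive = mean under 30% yet at least half of replicates reach 30%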;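 note: positive control wells lacked labelled fibronectin entirely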
#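 Assay system: AH1F fibroblast monolayer, labelled fibronectin deposition. Amount: 10000 cells per well. Also added: labelled fibronectin 24 nM. Compound: single-point pinned compound. Incubation: cell attachment 1 h, compound and FN exposure overnight. Detection: fluorescence after three HBSS washes, excitation 485 nm, emission 525 nm. Read-out: inhibition of fibronectin deposition signal.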
# * = called active by the depositor; u = inconclusive; x = not tested or not shown; [ ] = dose if it differs, or a comment.
# The line under a structure holds: INS-1E GSIS act | miR122 inh | CFTR F508del cor | Cneo AK release | PGC1a acetyl inh | Statin myotox sup | PglD inh | FN deposit inh
> CCC(C)(C)n1nnnc1C(CC(C)C)N1CCC(C(N)=O)CC1 (stereo not given)
→ 10 | -7 | x | 2 | 13 | 5 | 1 | x
> COc1cccc(CNC(=O)c2cccc(S(=O)(=O)N3CCN(Cc4ccccc4)CC3)c2)c1
→ -33 | x | 0.5 | -4 | x | -11 | -1 | 6
> COc1ccc(NC(=O)CN(C)C(=O)c2cc(S(=O)(=O)N3CCCCCC3)ccc2OC)cc1
→ -24 | -1 | -0.2 | x | 1 | -2 | 3 | 10
> Nc1cc(=O)[nH]c(SCc2ccccc2Cl)n1
→ -12 | -4 | -3.4 | 4 | x | 9 | -7 | 5
> Cc1ccc(C(C)C)cc1S(=O)(=O)NC1CC(C)(C)NC(C)(C)C1
→ 3 | u | 0.5 | 71 | 16 | -5 | 3 | 10
> COCc1[nH]nc2c1C(C1C=CCCC1)C(C#N)=C(N)O2 (stereo not given)
→ x | -6 | x | 0 | -9 | 11 | 5 | x
> CCOc1ccccc1CN1CCN(Cc2ccon2)CC1CCO (stereo not given)
→ -1 | -1 | 0.1 | 5 | 0 | 6 | 2 | 2
> O=C1CC(C(=O)N2CCN(Cc3ccccc3)CC2)CN1Cc1ccccc1 (stereo not given)
→ -2 | x | -2.5 | -1 | x | -14 | 2 | -3
> O=C(Oc1ccc(/C=N/NC(=O)c2ccccn2)cc1)c1cccc(F)c1
→ 15 | -1 | 0.3 | -3 | x | 11 | -6 | -5
> CSc1ccccc1C(=O)C1CCCN(C(=O)c2cncs2)C1 (stereo not given)
→ -1 | 2 | -0.7 | 0 | 7 | 4 | -5 | -17
> Cc1csc(NC(=O)CSc2nnc(CCNC(=O)c3ccc(Cl)c(Cl)c3)n2C)n1
→ x | -18 | x | 1 | 8 | 13 | 0 | 6
> Cc1noc(C)c1NC(=O)Nc1ccc2c(c1)C(=O)N([C@H](C)CO)C[C@@H](C)[C@@H](CN(C)C(=O)Nc1ccccc1)O2
→ 14 | -1[16.7 µM] | -1.6 | x | 0 | x | x | x
> Cc1cccc(OCC(=O)O/N=C(\N)Cc2ccc(Cl)cc2)c1
→ -24 | 2 | x | 2 | 1 | 8 | -4 | x
> Cc1noc(C)c1NC(=O)N(C)C[C@@H]1Oc2c(NC(=O)NC3CCCCC3)cccc2C(=O)N([C@@H](C)CO)C[C@H]1C
→ 8 | -9[16.7 µM] | 0.5 | 0 | -3 | -28 | 1 | x
> COc1ccc(-c2cc(C(F)F)n3ncc(C(=O)N4CCc5ccccc5C4)c3n2)cc1
→ -1 | 1 | x | 6 | -5 | -4 | -3 | -9
> CC1CCC(NC(=O)CN2C(=O)c3ccccc3S2(=O)=O)CC1 (stereo not given)
→ 0 | x | 0.5 | -1 | x | 0 | -1 | 8
> CC(C)(C)c1cc[n+](/C(C(=S)Nc2ccccc2F)=C(/[O-])c2ccc3c(c2)OCCO3)cc1
→ -13 | x | 0.6 | x | -3 | x | x | 15
> COc1ccc(C(=O)OCC(=O)c2ccc(CNC(C)=O)s2)cc1
→ -1 | -1 | -2.1 | -1 | -2 | -5 | -1 | 0
> CN1C(=O)c2cccc3c(S(=O)(=O)Nc4ccccc4F)ccc1c23
→ -3 | x | 1.2 | -3 | x | 31 | 4 | 9
> CC(=O)c1cccc(NC(=O)CCOc2ccccc2)c1
→ x | 4 | x | -1 | 18 | x | 3 | x
> Cc1ccc(S(=O)(=O)N2C[C@H]3[C@H]4C(=O)N(c5ccccc5)C(=O)[C@H]4C[C@H](OC(=O)Nc4cccs4)[C@@]3(O)C2)cc1
→ -7 | -2 | -0.6 | -2 | -8 | -9 | -3 | -2
> CCN(CC)CCCNC(=O)c1ccc(C)c(NC(=O)C2=C(C)OCCS2)c1
→ 1 | 0 | x | 0 | 3 | 2 | -5 | 6
> O=C(c1cc(C2CC2)nn1-c1ccccc1)N1CCN(c2ccccn2)CC1
→ -13 | -3 | 0.5 | 6 | -13 | 13 | -2 | -1
> C[C@@H]1CN([C@@H](C)CO)S(=O)(=O)c2ccc(-c3cncnc3)cc2O[C@@H]1CN(C)C(=O)Cc1cccnc1
→ 6 | 7[16.7 µM] | -0.2 | -1 | -4 | -3 | 3 | -4
> O=C(C[C@@H]1C[C@H]2c3cc(NC(=O)c4cccnc4)ccc3O[C@H]2[C@@H](CO)O1)NCc1cccnc1
→ 12 | 2[16.7 µM] | -0.1 | -1 | -1 | -7 | 0 | -9
> COc1cc(OC)c(C(=O)CCCN2CCCC2)c(OC)c1
→ 9 | -3 | -0.3 | -2 | 6 | 0 | 5 | 0
> CCOC(=O)CC(=O)NC(CC(=O)OC)c1ccc(C(C)C)cc1 (stereo not given)
→ -9 | 7 | -2.7 | x | x | 8 | x | 3
> Cc1ccc(O)c(-c2cc(C(=O)Nc3cccnc3)[nH]n2)c1
→ -23 | -1 | -0.2 | -2 | -6 | -22 | -3 | -2
> COc1ccc(CN(C)C[C@H]2OCCCC[C@@H](C)Oc3ccc(NC(=O)Nc4c(C)noc4C)cc3C(=O)N([C@H](C)CO)C[C@H]2C)cc1
→ 4 | 2[16.7 µM] | -2.7 | 53 | -11 | x | 1 | x
> C[C@@H]1CN([C@@H](C)CO)S(=O)(=O)c2ccc(/C=C/c3ccccc3)cc2O[C@@H]1CN(C)C(=O)c1ccccc1
→ 7 | -11[16.7 µM] | -0.2 | 2 | -6 | 15 | -1 | 6
> COc1ccc(S(=O)(=O)Nc2ccc3c(c2)C(=O)N([C@@H](C)CO)C[C@H](C)[C@@H](CN(C)S(=O)(=O)c2cn(C)cn2)OCCCC[C@H](C)O3)cc1
→ 0 | -1[16.7 µM] | 0.2 | -1 | 2 | x | 2 | x
> N#C[C@H]1[C@@H](c2ccc(-c3ccccc3F)cc2)[C@H](CO)N1C(=O)c1ccccn1
→ -3 | x | 0.4 | -3 | -3 | -24 | 0 | -4
> CN(C)C(=O)C[C@@H]1CC[C@H]2[C@@H](COc3ccc(NC(=O)c4cnccn4)cc3C(=O)N2C)O1
→ 2 | 8[16.7 µM] | -1.7 | 0 | 3 | -3 | 1 | -4
> OCCN(CCO)c1ccc2ccccc2c1
→ 1 | -16 | -1.6 | -2 | x | 21 | 4 | -13
> CSc1ncccc1C(=O)Nc1ccccc1N1CCOCC1
→ x | -1 | -0.5 | 0 | 0 | -6 | -3 | 5
> CC(C)(C)c1ccc(/C=N/NC(=O)CN2CCS(=O)(=O)CC2)cc1
→ 1 | -12 | -2.8 | 3 | 3 | -19 | -2 | x
> COC(=O)C[C@H]1CC[C@@H]2[C@H](COC[C@H](O)CN2C(=O)Nc2ccccc2OC)O1
→ 14 | 1[16.7 µM] | 1.5 | -1 | 6 | 11 | 1 | -7
> Cc1cccc(-c2sc(Nc3ccccc3)n[n+]2-c2ccccc2)c1
→ -19 | 0 | -2.9 | 0 | x | 13 | 1 | -3
> Cc1ccc(S(=O)(=O)N[C@H]2C=C[C@@H](CC(=O)N3CCc4ccccc4C3)O[C@@H]2CO)cc1
→ 23 | x | 1.1 | 4 | -1 | 8 | 2 | x
> Cc1noc(C)c1S(=O)(=O)Nc1ccc2c(c1)C(=O)N([C@H](C)CO)C[C@H](C)[C@@H](CN(C)S(=O)(=O)c1c(C)noc1C)OCCCC[C@H](C)O2
→ -7 | -5[16.7 µM] | -0.3 | 2 | 4 | x | 2 | 2

# Going on with the list:
Molecule,INS-1E GSIS act,miR122 inh,CFTR F508del cor,Cneo AK release,PGC1a acetyl inh,Statin myotox sup,PglD inh,FN deposit inh
Cc1cc(C)n(-c2nc3ccccc3c(=O)n2OCC#N)n1,-7,x,5.0,2,x,5,11,7
Cn1c(=O)c(NCCO)c2c3c(cccc31)C(=O)c1ccccc1-2,-5,-1,x,-1,-7,x,-3,x
O=C1C(=O)N(CC2CCCO2)C(c2ccco2)/C1=C(/O)c1ccc(F)cc1 (stereo not given),12,x,-1.9,x,4,x,x,-4
COc1ccc(CNC(=O)C2CCN(C(=O)c3ccccc3)CC2)cc1,1,-3,-2.0,0,x,5,-3,9
CCC(=O)N1[C@H](CO)[C@H](c2ccccc2-c2cccc(C)c2)[C@@H]1C#N,-16,x,0.2,x,4,x,x,-9
CC1CCCN(C(=O)CSc2nnc(-c3cccnc3)n2C2CCCCC2)C1 (stereo not given),x,x,x,2,6,2,3,x
CCSS(=O)(=O)c1cccc2cccnc12,-3,-8,0.0,3,8,x,12,5
CC(=O)Nc1ccc(S(=O)(=O)N(C)CC(=O)N/N=C/c2cccs2)cc1,6,x,-1.0,13,x,15,4,3
CC(C)NC(=O)N(C)C[C@H]1OCCCC[C@H](C)Oc2ccc(NC(=O)Nc3ccc4c(c3)OCO4)cc2C(=O)N([C@H](C)CO)C[C@@H]1C,-6,-4[16.7 µM],-1.9,-1,5,x,0,x
CCOc1ccc(/C=C(/NC(=O)c2ccccc2Cl)C(=O)O)cc1,8,6,-0.3,x,-7,x,x,1
Cc1cc(N2C(=O)C(O)=C(C(=O)c3ccc(C)o3)C2c2cccc(Oc3ccccc3)c2)no1 (stereo not given),1,-10,-0.6,0,x,-21,-3,-12
COc1ccccc1C#Cc1cnc2c(c1)C(=O)N([C@@H](C)CO)C[C@H](C)[C@H](CN(C)C(=O)CN(C)C)O2,1,0[16.7 µM],2.2,0,0,-8,-2,x
CN1CCN(CCCNC(=O)c2cc3c(=O)oc4ccccc4c3s2)CC1,x,6,x,-4,13,1,-7,x
COc1cccc(S(=O)(=O)N(C)C[C@H]2Oc3cc(C4=CCCC4)ccc3S(=O)(=O)N([C@H](C)CO)C[C@@H]2C)c1,14,-6[16.7 µM],-2.9,-5,-23,-48,-2,2
COC(=O)c1ccccc1N=Nc1c(N)n[nH]c1N,-4,-1,2.3,x,8,6,x,-2
Cc1cnc(C(=O)N(CC(C)C)c2c(N)n(CC(C)C)c(=O)[nH]c2=O)cn1,x,-4,x,x,-12,0,3,x
COc1ccc(/C(N)=N/OC(=O)c2ccco2)cc1,15,-2,-1.7,9,19,-20,3,-9
COC(=O)c1ccc(C(=O)OC)c(NC(=O)COC(=O)C2CCC(C(C)(C)C)CC2)c1 (stereo not given),x,2,x,0,x,x,-1,-7

# Among those listed so far, these have a Cl atom:
Molecule,INS-1E GSIS act,miR122 inh,CFTR F508del cor,Cneo AK release,PGC1a acetyl inh,Statin myotox sup,PglD inh,FN deposit inh
Nc1cc(=O)[nH]c(SCc2ccccc2Cl)n1,-12,-4,-3.4,4,x,9,-7,5
Cc1csc(NC(=O)CSc2nnc(CCNC(=O)c3ccc(Cl)c(Cl)c3)n2C)n1,x,-18,x,1,8,13,0,6
Cc1cccc(OCC(=O)O/N=C(\N)Cc2ccc(Cl)cc2)c1,-24,2,x,2,1,8,-4,x
CCOc1ccc(/C=C(/NC(=O)c2ccccc2Cl)C(=O)O)cc1,8,6,-0.3,x,-7,x,x,1

# Assay outcomes as filed in PubChem.
